Source: PubChem BioAssay (National Center for Advancing Translational Sciences (NCATS))
Luciferase inh: inhibitors of firefly luciferase | P08659 | purified firefly luciferase, luminescence, 8 min | Potency, µM (series often up to 57.1 µM), for inactives: at the highest dose activity change, negative = inhibition, usual class: inhibitors | 72,000 tested, 2.2% active | AID 411; note: potency is the fitted concentration of half-maximal effect; % is set by controls: 0 for no effect and ±100 for the full control effect; nearly all actives have a fitted effect of over 40% in size
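Inhibition of light generation by firefly luciferase from ATP and luciferin was profiled with concentration-response curves per sample, ATP held at 10 uM within the enzyme's linear range. Plates were read by luminescence after an 8-minute ambient incubation.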
CRE Fsk mod: CRE-bla signaling modulation under forskolin stimulation; CHO CRE-bla reporter (cAMP response element driving beta-lactamase), forskolin EC10, beta-lactamase ratio; Potency, µM (top dose mostly 38.2 µM), for the others: top-dose activity change, negative = inhibition, usual class: activators; 71,000 tested, 2.5% active; AID 662; active = well fitted activation curve with a large enough effect in the signal ratio, with a control signal flat, not every such curve was filed as active; inconclusive = small, poorly fitted or top-dose-only effect, or effect the other way, or a change in a side signal; the % refers to the signal ratio; note: potency is the fitted concentration of half-maximal effect; % of control where 0% means no effect
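Reporter-gene assay: CHO cells with beta-lactamase behind cAMP responsive elements, co-treated with compound and EC10 NKH 477 for 3 hours at 37 degrees Celsius. Activity came from the 460/530 nm CCF4 emission ratio.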
Tau fil binding: binds recombinant human tau filaments. P10636. recombinant tau filaments, thioflavin S fluorescence, 15 h; filaments grown with octadecylsulfate alongside compound. Potency, µM (series often up to 57.1 µM), for inactives: top-dose activity change, negative = inhibition. 71,000 tested, 2% active. AID 596;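 note: potency is the fitted concentration of half-maximal effect; % is set by controls: 0 for no effect and ±100 for the full control effect; actives lower thioflavin S fluorescence by blocking filaments or displacing dye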
Target sequence (P10636 whole entry, looked up): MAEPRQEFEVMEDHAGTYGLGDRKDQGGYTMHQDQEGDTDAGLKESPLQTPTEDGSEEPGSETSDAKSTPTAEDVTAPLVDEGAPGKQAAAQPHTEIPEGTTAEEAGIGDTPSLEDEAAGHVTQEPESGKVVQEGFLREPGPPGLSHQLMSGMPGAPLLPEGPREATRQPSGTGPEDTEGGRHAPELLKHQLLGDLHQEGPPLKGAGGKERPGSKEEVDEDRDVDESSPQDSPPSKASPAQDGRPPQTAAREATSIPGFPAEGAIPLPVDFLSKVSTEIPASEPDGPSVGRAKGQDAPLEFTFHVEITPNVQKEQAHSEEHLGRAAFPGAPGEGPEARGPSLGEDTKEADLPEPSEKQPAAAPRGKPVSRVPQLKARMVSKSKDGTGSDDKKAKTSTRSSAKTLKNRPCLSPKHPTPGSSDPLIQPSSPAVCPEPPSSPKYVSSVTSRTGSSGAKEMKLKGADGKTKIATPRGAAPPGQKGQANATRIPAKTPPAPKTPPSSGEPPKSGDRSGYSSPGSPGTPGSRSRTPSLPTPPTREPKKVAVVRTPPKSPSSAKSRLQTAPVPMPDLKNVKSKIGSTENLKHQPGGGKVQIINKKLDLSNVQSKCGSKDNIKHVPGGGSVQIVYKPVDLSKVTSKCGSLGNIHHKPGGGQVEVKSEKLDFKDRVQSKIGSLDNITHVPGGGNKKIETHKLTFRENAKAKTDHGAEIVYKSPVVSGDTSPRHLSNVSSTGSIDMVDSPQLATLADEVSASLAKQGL
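Tau 2 uM in ThS buffer dispensed; compound added; 60 uM ODS added (finals 1 uM tau, 30 uM ODS); 15 h 37 C; fluor ex450/em510.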
Hsp90 Hop PPI: changes Hsp90-Hop TPR2A binding signal, up or down; AlphaScreen TPR2A-His6 binding biotin-Hsp90 C-terminal peptide; Potency, µM (series often up to 57 µM), inactives show top-dose activity change, negative = inhibition; 71,000 tested, 0.44% active; AID 595; active = well fitted curve in either direction with a large enough effect; inconclusive = small, poorly fitted or top-dose-only effect, or another doubt; note: potency is the fitted concentration of half-maximal effect; % is set by controls: 0 for no effect and ±100 for the full control effect; many of its hits are not listed in these tables
HBB splicing: alters splicing of the hemoglobin beta chain | HBB splicing reporter cell assay, activation; EGFP reporter with mutant IVS2-654 intron; response scale: normalised to 500 nM splice-correcting PNA | Potency, µM (top dose mostly 46.1 µM), inactives show top-dose activation, most hits filed as activators | 65,000 tested, 0.06% active | AID 925; note: potency is the fitted concentration of half-maximal effect; 0% is about no effect
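HeLa cells stably expressing EGFP interrupted by mutant beta-globin intron 2 (IVS2-654), 500/well in 2% FCS. Treated with compound for 2 days at 37C. Splicing correction scored as total well GFP intensity (488 nm excitation, 500-520 nm emission); 500 nM antisense PNA served as control.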
HADH2 inhib: HADH2 (human) dehydrogenase inhibition; Potency, µM (titrated, usually from 57.1 µM), for inactives: at the highest dose activity change, negative = inhibition, actives largely listed as inhibitors; Q99714; recombinant HADH2, NADH fluorescence, beta-hydroxybutyryl-CoA; AID 886; 73,000 tested, 3.4% active; note: potency is the fitted concentration of half-maximal effect; % is set by controls: 0 for no effect and ±100 for the full control effect; nearly all actives have a fitted effect of over 60% in size; many of its hits are not listed in these tables
Target sequence (Q99714 whole entry, looked up, one chain of several): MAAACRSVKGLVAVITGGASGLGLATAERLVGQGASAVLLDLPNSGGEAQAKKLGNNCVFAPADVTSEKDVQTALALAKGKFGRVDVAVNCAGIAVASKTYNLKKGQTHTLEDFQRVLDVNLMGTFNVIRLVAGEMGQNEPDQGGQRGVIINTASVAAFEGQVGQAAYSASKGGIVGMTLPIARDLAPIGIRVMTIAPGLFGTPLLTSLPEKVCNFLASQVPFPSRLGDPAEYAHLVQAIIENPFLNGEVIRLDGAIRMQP
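His-tagged recombinant enzyme from E. coli, 20 nM, preincubated 15 min RT with compound; reaction started with 1 mM NAD+ and 90 uM beta-hydroxybutyryl-CoA in 100 mM Tris-HCl pH 9.0. NADH fluorescence (ex 360/em 450) read over 4 min; last-minus-first difference.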
ERK AVP inh: vasopressin-driven ERK pathway inhibition. Potency, µM (doses to about 57.5 µM), without a hit: top-dose activity, negative = inhibition, most hits filed as inhibitors. AID 995. 72,000 tested, 0.99% active. HEK293-V1b, vasopressin-stimulated pERK AlphaScreen; note: potency is the fitted concentration of half-maximal effect; % is set by controls: 0 for no effect and ±100 for the full control effect; nearly all actives have a fitted effect of over 55% in size
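HEK293 cells stably expressing V1b receptor, preincubated 30 min at 37 °C with compound, then stimulated 5 min with 25 nM vasopressin. Phospho-ERK by AlphaScreen SureFire after 5 h RT; normalized to DMSO and vasopressin; AC50 by Hill fit.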
ALOX15 inhib: 15-hLO (ALOX15) enzyme inhibition | AID 887 | purified 15hLO-1, xylenol orange hydroperoxide absorbance | P16050 | Potency, µM (top dose mostly 57.1 µM), without a hit: top-dose activity change, negative = inhibition, actives largely listed as inhibitors | 74,000 tested, 1.4% active; note: potency is the fitted concentration of half-maximal effect; % is set by controls: 0 for no effect and ±100 for the full control effect; nearly all actives have a fitted effect of over 55% in size
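40 nM 15hLO-1 + cpd, 15 min RT; start w/ 50 uM AA (final), 6 min RT; stop/detect w/ 200 uM XO + 300 uM Fe(II) in 50 mM H2SO4, 30 min; A573/A405. Buffer 25 mM Hepes pH 7.5, 0.01% Triton X-100. No-enzyme wells as negative control.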
UbGFP stabilizer: ubiquitin-GFP accumulation via proteasome inhibition | AID 526 | Ubiquitin-GFP reporter cells, proteasome inhibition, GFP fluorescence; response scale: untreated = 0%, 10 µM MG-132 = 100% | 67,000 tested, under 10 active | Potency, µM (top dose mostly 45.9 µM), for inactives: at the top dose activation (GFP accumulation), actives largely listed as activators; active = well fitted activation curve with a large enough effect, not every such curve was filed as active; inconclusive = small, poorly fitted or top-dose-only effect, or another doubt; inactive = no such curve, though single readings can be large or run the other way; note: potency is the fitted concentration of half-maximal effect
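Proteasome block read as GFP accumulation: ubiquitin(G76V)-GFP U2OS cells exposed to compound (2.9 nM–46 uM) for 4 hr at 37 C. Normalization used untreated cells as 0% and 10 uM MG-132 as 100%; concentration-response curves fitted.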
Pol III holo inh: blocks replication by bacterial DNA polymerase III holoenzyme. reconstituted DNA polymerase III holoenzyme replication, biochemical. Potency, µM (top dose mostly 57.1 µM), for inactives: at the top dose activity change, negative = inhibition. 71,000 tested, 0.25% active. AID 603; note: potency is the fitted concentration of half-maximal effect; % is set by controls: 0 for no effect and ±100 for the full control effect
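Reconstituted *E. coli* holoenzyme (0.35 nM Pol III, 1 nM beta, 154 nM SSB, 2 nM primase) was preincubated with compound for 15 min at RT. Synthesis on 1.4 nM ssM13Gori ran 35 min, then was stopped with PicoGreen/EDTA and read as dsDNA fluorescence.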
GFP derepression: epigenetic modulators derepressing GFP locus in mouse cells | mouse C127i GFP locus derepression, cytometry, 30 h | Potency, µM (top dose mostly 46.1 µM), for the others: top-dose GFP derepression (activation) | 68,000 tested, 0.09% active | AID 597; note: % of control where 0% means no effect
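Locus derepression in mouse mammary C127i cells whose integrated CMV-GFP reporter is normally silent; GFP expression after 30 h compound treatment was quantified by counting fluorescent cells.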
* = called active by the depositor; ? = inconclusive; . = not tested or not shown; [ ] = another dose, or the depositor's remark. Unless noted, calls come from the whole dose curve; as a rule, active = well fitted curve in the direction sought with a large enough effect; inconclusive = small, poorly fitted or top-dose-only effect, or another doubt; inactive = no such curve, though single readings can be large; an effect the other way counts as inactive or inconclusive. Only part of the results is shown. The share of hits here may be higher or lower than overall.

SMILES	Luciferase inh	CRE Fsk mod	Tau fil binding	Hsp90 Hop PPI	HBB splicing	HADH2 inhib	ERK AVP inh	ALOX15 inhib	UbGFP stabilizer	Pol III holo inh	GFP derepression
COc1ccc(OC)c(C2=Nn3c(nnc3-c3cccc(OC(C)C)c3)SC2)c1	-1%	1.3µM*	37%	-1%	2.0%[57.5 µM]	-10%	-23%	-11%	1%	3%	-6%
CCOC(=O)CCn1nc(-c2ccccc2)cc1N	-1%	?	4%	-1%	-3.6%	6%	12%	6%	-12%	-2%	4%
CCOC(=O)c1cnc(-c2cccc(OC)c2)[nH]c1=O	2%	?	-3%	-6%	0.1%	6%	4%	-13%	-4%	-12%	3%
COc1ccc(CCn2c(=N)c(C(=O)N3CCN(C)CC3)cc3c(=O)n4ccccc4nc32)cc1	-2%	13µM*	16µM*	-4%	-0.2%[0.369 µM]	0%	?	-15%	.	-10%	-2%
O=C(Cc1cccs1)N1CCC(c2nc3c(nnn3Cc3ccc(F)cc3)c(=O)[nH]2)CC1	-2%	13%	-1%	-4%	-1.2%	-5%	3%	-21%	0%	-2%	1%
Cc1cc2ncc(-c3ccc(Cl)cc3)c(N)n2n1	13µM*	19%	-7%	-4%	1.9%	-5%	.	1%	5%	-4%	.
O=C(CN1CCc2ccccc21)Nc1ccc2c(c1)OCO2	-9%	?	?	-13%	0.0%[57.5 µM]	-20%	-30%	-10%	4%	-8%	-2%
O=S(=O)(NCCNS(=O)(=O)c1cccs1)c1cccs1	0%	15%	8%	1%	-2.2%	-8%	21%	5%	-9%	-3%	-1%
CCCC(=O)c1cc(F)c(N2CCN(CCC#N)CC2)cc1C	0%	2%	-13%	-1%	0.7%[9.22 µM]	-6%	25%	2%	-3%	-12%	0%
Oc1ccc2ccccc2c1C=NCc1cn2ccsc2n1	-7%	30%	?	-12%	-1.7%	?	-6%	-1%	-2%	-4%	1%
CC1(C)CC(=O)c2cnc(N3CCc4ccccc4C3)nc2C1	2%	0%	-1%	-1%	1.0%[57.5 µM]	12%	7%	2%	-3%	2%	0%
COc1ccc(-n2nnnc2SCC(=O)Nc2nnc(C)s2)cc1OC	-4%	?	14%	0%	-0.2%[57.5 µM]	-9%	-24%	12%	1%	0%	1%
CCOc1ccccc1Oc1c(C)oc2cc(OC(=O)N3CCOCC3)ccc2c1=O	-8%	8%	0%	0%	0.8%	7%	-2%	5%	-8%	-9%	-2%
COc1ccc2[nH]cc(CCNc3ccnc(-c4ccc(N(C)C)cc4)n3)c2c1	-2%[2.29 µM]	?	82%	?	-0.3%	-25%	?	?	-4%	-5%	-1%[9.22 µM]
COc1ccc(F)cc1S(=O)(=O)Nc1ccc(C)cc1	1%	-3%	-3%	-6%	-0.4%	2%	-13%	-7%	-1%	-5%	2%
CC(C)NC1(C(N)=O)CCN(Cc2ccccc2)CC1	3%[11.4 µM]	-12%[7.6 µM]	10%[11.4 µM]	1%[11 µM]	1.7%[9.22 µM]	9%[11.4 µM]	17%[11.5 µM]	-1%[11.4 µM]	-1%[9.17 µM]	-10%[11.4 µM]	8%[9.22 µM]
CC(=O)Nc1ccc(S(=O)(=O)Nc2cccc(NC(=O)C(C)(C)C)c2)cc1	3%	-7%	0%	-5%	0.6%	-1%	-12%	-5%	-8%	-4%	0%
OC(COCc1ccccc1)CN1CCCC1 (centres undefined)	4%	-6%	-8%	-4%	-1.3%	-5%	-9%	5%	4%	-1%	1%
CC1(C)CC(=O)c2cnn(-c3nc4ccccc4[nH]3)c2C1	0%	4%	0%	-8%	0.2%	11%	-18%	18%	10%	-4%	5%
CN(CC(=O)NCCC1=CCCCC1)S(=O)(=O)c1ccc2c(c1)CCC(=O)N2	2%	-3%	-20%	-2%[2.3 µM]	1.3%	-1%	2%	-3%	3%	0%	.
Cc1cc2n(n1)C(c1ccccc1)Nc1ccccc1-2 (centres undefined)	5%	21%	6%	4%	-1.3%	?	1%	0%	-7%	-2%	-1%
CCCc1cc(=O)[nH]c(SCC(=O)N2CCN(c3ccc(F)cc3)CC2)n1	-2%	-11%	6%	-4%	-0.9%	1%	-11%	11%	10%	-2%	0%
CC(C)OC(=O)C[C@H](NC(=O)OC(C)(C)C)c1ccccc1	1%[11.4 µM]	.	.	.	1.9%[9.22 µM]	-1%[11.4 µM]	3%[11.5 µM]	4%[11.4 µM]	.	.	.
COc1ccc(NC(=O)c2oc3ccc(S(=O)(=O)N4CCC5(CC4)OCCO5)cc3c2C)cc1	-3%	?	65%	-7%	0.4%[57.5 µM]	-8%	?	-14%	3%	-1%	4%
Cc1ccccc1NC(=O)CC1SCCNC1=O (centres undefined)	-1%	-7%	-1%	-2%	0.8%	?	-20%	-3%	-4%	4%	-2%
Cn1c(=O)n(CC(=O)OCc2ccccc2)c(=O)c2c1nc1n2CCCN1C1CCCCC1	1%	-15%	-11%	0%	2.9%[0.369 µM]	5%	-21%	-6%	.	-14%	0%
Cc1ccc(C)c(NC(=O)CS(=O)(=O)c2cn(C)c3ccccc23)c1	-1%	-12%	8%	1%	-1.7%	1%	21%	6%	-6%	-4%	2%
CCCCn1c(CN2CCN(c3cccc(Cl)c3)CC2)nc2c1c(=O)[nH]c(=O)n2C	2%	10µM*	29%	-2%	-1.3%	1%	6%	-17%	-11%	-2%	1%
CC1(C)Cc2ccccc2-c2nnc(-c3cccc(O)c3)n21	-1%	-12%	2%	-1%	1.3%	-9%	-11%	3%	2%	-6%	3%
CN(C)S(=O)(=O)c1ccc(S(=O)(=O)N(CC(=O)Nc2ccccc2)CC2CCCO2)cc1 (centres undefined)	2%	1%	-17%	1%	.	13%	18%	1%	3%	-4%	1%
Cn1c(=O)c2c(ncn2CCCc2ccccc2)n(C)c1=O	1%	10%	1%	3%	.	0%	-7%	0%	5%	-5%	4%
CCOc1ccccc1-n1c(COc2ccccc2)nnc1SCC(N)=O	4%	?	6%	-4%	-3.9%	-13%	8%	12%	-1%	2%	-2%
COc1ccccc1C1CC(=O)Nc2cc3c(cc21)OCCO3 (centres undefined)	4%	?	-2%	-4%	1.1%	-12%	2%	-4%	-2%	-2%	3%
O=C(O)C(c1ccccc1)C1(O)CCCC1 (centres undefined)	0%	1%	-16%	3%	-4.2%[0.369 µM]	0%	9%	12%	.	9%	0%
Cn1c(SCC(N)=O)nnc1C1CCN(C(=O)NCc2ccccc2)CC1	-30%	2%	-11%	-1%	2.3%	-4%	25%	6%	-8%	-3%	-1%
Cc1cc(SCC(N)=O)nc(SCC(=O)c2ccccc2)n1	1%	20%	-2%	3%	.	-9%	-2%	-1%	2%	-4%	2%
CS(=O)(=O)N1CCCC(C(=O)NCCCN2CCc3ccccc3C2)C1 (centres undefined)	-1%	3%	5%	0%	-0.6%	-6%	-2%	-9%	-4%	-1%	-3%
Cc1ccc(NC(=O)COC(=O)CN2CSCC2=O)cc1C	-1%	24%	2%	-7%	-4.9%	-18%	-4%	6%	-4%	-6%	1%
Cc1cccc(-c2c3c(=O)n(C)c(=O)n(C)c3cn2-c2ccc(O)cc2)c1	2%	?	12%	-2%	0.1%[1.84 µM]	-11%	-14%	-5%	18%	-3%	-5%
O=C(OCC(=O)c1c[nH]c2ccccc12)c1ccco1	16µM*	-8%	-1%	-1%	1.2%[1.84 µM]	-2%	-10%	0%	-2%	-1%	-4%
CCC[C@H]1C[C@H](C(=O)N[C@H]([C@@H]2O[C@H](SC)[C@@H](O)[C@H](O)[C@@H]2O)[C@H](C)O)N(C)C1	9%[25.5 µM]	-9%[17.1 µM]	5%[25.6 µM]	-2%[26 µM]	-0.1%[20.6 µM]	9%[25.6 µM]	-13%[25.7 µM]	3%[25.6 µM]	9%[20.5 µM]	-2%[25.6 µM]	-1%[20.6 µM]
Cc1ccc(NC(=O)C2CCCN(S(=O)(=O)c3cnc[nH]3)C2)c(Br)c1 (centres undefined)	-1%	-11%	-17%	?	-0.5%	6%	-7%	-7%	0%	0%	-3%
Cc1ccc(C)c(-n2c(CNC(=O)c3ccco3)nnc2SCC(=O)Nc2nnc(C)s2)c1	3%	0%	-11%	0%	-0.1%	7%	.	10%	3%	-4%	.
